Assay outcomes from PubChem.
HIV RNase H inh: inhibitors of HIV-1 reverse transcriptase RNase H; P04585; RT-RNase H RNA/DNA duplex cleavage, fluorescence; inhibition, % at 10 µM; 65,000 tested, 1.9% active; in the data active = inhibition above about 50%
RmlC RmlD mix: RmlC/RmlD inhibition, mixture screen. RmlC/RmlD coupled enzyme inhibition, 384-well mixture HTS. inhibition, % at 5.5 µM. 110,000 tested, 0.39% active; in the data active = inhibition above about 30%, passing the limit was not always enough; note: strong numbers were not always called active
* = called active by the depositor; . = no result given. A portion of the library; count on the stated rates, not on these rows.

SMILES	HIV RNase H inh	RmlC RmlD mix
FC(F)(F)c1nnc2ccc(N3CCN(c4ccccc4)CC3)nn12	.	-6
O=C(Nc1ccc(S(=O)(=O)NCc2ccccc2)cc1)Nc1ccc2c(c1)OCO2	15	1
CC1(C)Cc2nc3sc4c(N(CCO)CCO)ncnc4c3cc2CO1	-3	12
Cc1nc(Oc2ccc(Cl)cc2)c2oc3ccccc3c2n1	.	0
Oc1c(C(c2ccco2)N2CCOCC2)sc2ncnn12 (stereo not given)	2	-7
CC1(C)Cc2c(c(N3CCOCC3)nc3sc4c(NCc5ccco5)nnnc4c23)CS1	38	-6
Cn1c(=O)c2c(-c3ccccc3)n3c4ccccc4ncc3c2n(C)c1=O	-98	-17
CCC1SC2=NC(C)=C(C(=O)OC)C(c3ccc(C)cc3)N2C1=O (stereo not given)	-13	-8
CCOc1ccc(C(=O)NC2CCN(C(=S)NCc3ccco3)CC2)cc1	.	-2
Cc1oc2ccc(OC(=O)N3CCOCC3)cc2c1C(=O)OC(C)C	-2	-17
O=C(NCc1ccco1)c1cnc2n(c1=O)CCS2	-3	2
N#Cc1c(NC(=O)CCn2cnc3ccccc3c2=O)oc(-c2ccccc2)c1-c1ccccc1	4	-8
COC(=O)CC1C(=O)NCCN1C(=O)CSc1nnc(Nc2ccc(OC)cc2)s1 (stereo not given)	22	9
CCOC(=O)c1cc(-c2ccccc2)sc1NC(=O)C(C)N1C(=O)NC(C)(c2ccc(Cl)cc2)C1=O (stereo not given)	.	-1
Cc1nn(C)c(=O)n1-c1ccc(Oc2ccccc2)cc1	.	-1
CC(=O)Nc1cc(C(C)(C)C)c(O)c(C(C)(C)C)c1	.	13
COC(=O)C1=C(N)c2c(F)cccc2C1(C#N)c1ccccc1 (stereo not given)	.	-21
O=c1[nH]c2cc3c(cc2cc1CN(Cc1nnnn1CC1CCCO1)C1CCCCC1)OCO3 (stereo not given)	-3	.
COc1cccc(-c2nnc(SCc3ccc(C#N)cc3)n2Cc2ccco2)c1	-12	-10
C[C@H]1CC[C@@]2(O[C@@H](CCO)C[C@@H](O)[C@@H]2O)O1	.	-16
COc1ccc(/C=N/n2cc(-c3ccc(OC)cc3)nc2N)cc1	31	-11
Cc1cccc(COCC(Cc2ccccc2)N2CCN(C(=O)c3ccc(C(F)(F)F)cc3)CCC2=O)c1 (stereo not given)	.	0
Cn1c(SCc2cc(=O)[nH]c3ccccc23)nnc1-c1ccco1	.	5
O=C(Nc1nc2c(s1)CCCC2)c1ccc2ncsc2c1	-3	.
COc1ccc([C@H]2Oc3cc(O)cc(O)c3C(=O)C2[C@@H]2C(=O)c3c(O)cc(O)cc3O[C@@H]2c2ccc(OC)cc2)cc1 (stereo not given in full)	.	12
CC1(C)CC2(CC(C)(C)NC(=O)N2)NC(=O)N1	-2	.
CC1CCCC(C)N1S(=O)(=O)c1ccc(S(=O)(=O)NCc2ccccc2)cc1 (stereo not given)	.	-7
C=CCn1c(SCC(=O)NC2CCCCC2)nnc1-c1ccc(OC)cc1	5	.
CCOC(=O)c1cnc2cc(C)nn2c1-c1ccccc1	.	0
CC(C)N(CCc1ccncc1)C(=O)Nc1ccc(F)cc1	0	-13
CCN(CC)CCCN(Cc1cc2cc3c(cc2[nH]c1=O)OCO3)C(=O)Nc1ccccc1OC	11	11
Fc1ccc(CSc2nncn2NCc2ccc3c(c2)OCO3)cc1	-5	.
CN(C)CCNc1ncnc2c1sc1nc(N3CCOCC3)c3c(c12)CC(C)(C)SC3	.	44
CN(C)S(=O)(=O)c1ccc2c(c1)nc1n2CCC1	.	9
COn1c(SCc2ccc(Cl)cc2)nc2ccccc2c1=O	.	1
COCCCNc1ncnc2ccc(C)cc12	.	8
Cc1ccc(S(=O)(=O)N2CCN(C(=O)N3CCOCC3)C2C)cc1 (stereo not given)	-5	4
CC(C)(C)NCCCCOc1ccc(F)cc1	-10	3
Cn1c(O)c(C=NCCCN2CCCC2=O)c(=O)n(C)c1=O	3	-33
COCCn1c(N)c(C#N)c2nc3ccccc3nc21	.	55*
Cc1cc(C)n(/N=C/c2c[nH]c3ccccc23)c(=O)c1	-15	2
COc1cc(C2C(C(C)=O)=C(O)C(=O)N2CCc2c[nH]c3ccccc23)ccc1O (stereo not given)	-12	9
COc1ccc(OC)c(NC(=O)Cn2cc(C#N)c3ccccc32)c1	-45	-8
Cc1noc(C)c1S(=O)(=O)Nc1ccc(C(=O)NC2CCCCC2C)cc1 (stereo not given)	-13	6
COc1cccc(NC(=O)CSc2nnnn2C(C)C)c1	-8	.

Part of the list above, with two lines to a compound.
Every second line gives: HIV RNase H inh, RmlC RmlD mix
- CC1(C)CC2(CC(C)(C)NC(=O)N2)NC(=O)N1
    -2, .
- CC1CCCC(C)N1S(=O)(=O)c1ccc(S(=O)(=O)NCc2ccccc2)cc1 (stereo not given)
    ., -7
- C=CCn1c(SCC(=O)NC2CCCCC2)nnc1-c1ccc(OC)cc1
    5, .
- CCOC(=O)c1cnc2cc(C)nn2c1-c1ccccc1
    ., 0
- CC(C)N(CCc1ccncc1)C(=O)Nc1ccc(F)cc1
    0, -13
- CCN(CC)CCCN(Cc1cc2cc3c(cc2[nH]c1=O)OCO3)C(=O)Nc1ccccc1OC
    11, 11
- Fc1ccc(CSc2nncn2NCc2ccc3c(c2)OCO3)cc1
    -5, .
- CN(C)CCNc1ncnc2c1sc1nc(N3CCOCC3)c3c(c12)CC(C)(C)SC3
    ., 44
- CN(C)S(=O)(=O)c1ccc2c(c1)nc1n2CCC1
    ., 9
- COn1c(SCc2ccc(Cl)cc2)nc2ccccc2c1=O
    ., 1
- COCCCNc1ncnc2ccc(C)cc12
    ., 8
- Cc1ccc(S(=O)(=O)N2CCN(C(=O)N3CCOCC3)C2C)cc1 (stereo not given)
    -5, 4
- CC(C)(C)NCCCCOc1ccc(F)cc1
    -10, 3
- Cn1c(O)c(C=NCCCN2CCCC2=O)c(=O)n(C)c1=O
    3, -33
- COCCn1c(N)c(C#N)c2nc3ccccc3nc21
    ., 55*
- Cc1cc(C)n(/N=C/c2c[nH]c3ccccc23)c(=O)c1
    -15, 2
- COc1cc(C2C(C(C)=O)=C(O)C(=O)N2CCc2c[nH]c3ccccc23)ccc1O (stereo not given)
    -12, 9
- COc1ccc(OC)c(NC(=O)Cn2cc(C#N)c3ccccc32)c1
    -45, -8
- Cc1noc(C)c1S(=O)(=O)Nc1ccc(C(=O)NC2CCCCC2C)cc1 (stereo not given)
    -13, 6
- COc1cccc(NC(=O)CSc2nnnn2C(C)C)c1
    -8, .

Next part.
SMILES	HIV RNase H inh	RmlC RmlD mix
CCCS(=O)(=O)N1CCCC(C(=O)NCc2ccc(C)cc2)C1 (stereo not given)	-16	12
O=C(Nc1ccnc(-c2cccnc2)n1)c1ccc(Cl)cc1	.	8
COc1ccccc1C1C2C(=O)N(c3ccccc3)C(=O)C2ON1c1ccccc1 (stereo not given)	2	-9
Cc1nc(-c2ccc(Cl)cc2)sc1C1(C)CC(c2ccc([N+](=O)[O-])cc2)=NO1 (stereo not given)	.	7
CC(C)(C)CC(=O)NC(=S)Nc1ccccc1C(F)(F)F	.	4
O=C(O)c1ccc(Cl)c(S(=O)(=O)NCc2ccco2)c1	1	8
CCN(CC)CCCN1C(=O)C(=O)/C(=C(/O)c2ccc(Cl)cc2)C1c1ccccn1 (stereo not given)	0	3
O=C(NC1CCCCC1)C(c1ccccc1)N(C(=O)c1cccs1)c1ccc2c(c1)OCO2 (stereo not given)	.	-9
Cc1nc2ncnn2c(C)c1CCC(=O)NCc1ccccc1	-16	-3
CCCOc1ccc(C2NC(=O)NC(c3ccccc3)=C2C(C)=O)cc1OCC (stereo not given)	.	-7
COc1ccc(/C=N/n2c(C)cc(C)c(C(N)=O)c2=O)cc1	.	0
CCC(=O)NCc1cc(-c2nn(C)c(=O)c3ccccc23)ccc1C	.	12
Cc1cc(OC(=O)N2CCOCC2)cc(C)c1Cl	-3	13
CCOC(=O)C1CCN(C(=O)c2ccc(SC)cc2OC)CC1	-7	.
CC1(C)CC(=O)C=C(NCCN2CCN(C(=O)Cc3ccc(Cl)cc3)CC2)C1	-1	7
COc1ccc(CCNC(=O)Cn2nnc(-c3cccs3)n2)cc1OC	-3	.
CC(C)(C)N(Cc1ccccc1)C(=O)c1ccc2c(c1)OCCO2	5	-12
Cc1ccc2c(CC(=O)N3CCN(S(=O)(=O)c4cccs4)CC3)coc2c1	.	-8
CCN(CC)c1ccc(/C=C2/C(=O)NC(=O)N(CC3CCCO3)C2=O)cc1 (stereo not given)	.	0
CS(=O)(=O)N1CC(C(=O)NC2CCCC2)Oc2ccc(Cl)cc21 (stereo not given)	.	-7
C=CCN(C(=O)CSc1nc2[nH]ncc2c(=O)n1-c1ccccc1OC)c1ccccc1	18	.
Cc1cccc(NC(=O)C2C(c3ccccc3)C2(Cl)Cl)c1C (stereo not given)	.	-1
O=C1c2ccccc2-c2c1cccc2C(=O)N(CCO)CCO	-10	-8
CC(CN1CCOCC1)OC(=O)c1ccc(Br)cc1 (stereo not given)	-25	-1
CCC1=C2CC[C@H]3C(=O)N(C)C(=O)[C@H]3[C@H]2[C@@]2(Cc3ccccc3)C(=NCCOC)OC(=O)N2C1=O	.	-4
N#Cc1nc(N)nc(N(c2ccccc2)c2ccccc2)n1	-7	-3
CC(=O)Nc1cccc(NS(=O)(=O)c2cccc3nsnc23)c1	-13	9
CCC(C)n1c(S(=O)(=O)O)nc2ccccc21 (stereo not given)	.	4
c1ccc(Cn2c(-c3ccco3)nc3nc4ccccc4nc32)cc1	0	-17
COc1ccc(CNC(=O)C2(CC3CC(c4ccccc4)=NO3)CCN(C(=O)c3cccc(O)c3)CC2)cc1 (stereo not given)	.	-5

Two records drawn at random from those above, as already listed:
SMILES	HIV RNase H inh	RmlC RmlD mix
Cc1nc(Oc2ccc(Cl)cc2)c2oc3ccccc3c2n1	.	0
COc1ccc(CNC(=O)C2(CC3CC(c4ccccc4)=NO3)CCN(C(=O)c3cccc(O)c3)CC2)cc1 (stereo not given)	.	-5

The results go on:
SMILES	HIV RNase H inh	RmlC RmlD mix
Cc1cc(C)c(NC(=O)CCCC(=O)O)c(Cl)c1	.	-8
Cc1ccc(S(=O)(=O)N2CCN(c3nc(C(C)C)c4c(c3C#N)CC(C)(C)OC4)CC2)cc1	1	115
CSCC[C@H](NC(=O)NCc1ccc(F)cc1)C(=O)O	4	-8
CC(C)(C)c1ccc(C(=O)NCCC(=O)NCc2ccco2)cc1	-2	9
CS(=O)(=O)N(CC(=O)N1CCCCC1)c1ccc2c(c1)OCO2	-6	12
Cc1nnc(C)c2c(C)n(C(C)c3ccccc3)c(C)c12 (stereo not given)	-10	-8
Cc1ccc(S(=O)(=O)N2CCN(C(=O)C3CCCCC3)CC2)cc1	-2	6
Cc1ccc(C(=O)c2ccc(O)cc2)cc1C	-31	10
Cc1ccc(CNC(=O)Cc2ccc(-c3ccccc3)cc2)cc1	.	6
Cn1c(=O)c2c(SCC(=O)c3ccccc3)nc(C3CC3)nc2n(C)c1=O	4	-4
CCCc1nnc(SCC(=O)N2C(C)CCCC2C)n1CCCOC (stereo not given)	.	3
O=C(Nc1ccccc1C(=O)NC(Cc1c[nH]c2ccccc12)C(=O)O)c1ccco1 (stereo not given)	1	10
CCn1c(NCc2ccc3c(c2)OCO3)nc2ccccc21	.	2
Cc1cc(C)n(-c2nnc(C)c(=O)[nH]2)n1	-3	-17
COc1nc2ccc(C)cc2cc1-c1noc(-c2cccnc2)n1	-15	-11
O=C(N/N=C/C=C/c1ccccc1)c1cnccn1	.	-35
Cc1ccc(S(=O)(=O)N(C)c2ccc(NS(C)(=O)=O)cc2)cc1	-16	12
COC(=O)C1CCN(C(=O)c2ccc(Cl)c(S(=O)(=O)NCc3cccnc3)c2)CC1	-10	-27
CCOC(=O)N1CCN(S(=O)(=O)c2cc(OCC(=O)NC3CCCCC3)c(C)cc2Cl)CC1	.	8
O=C(COc1ccc(Cl)cc1)Nc1ccccc1C(=O)NCc1ccco1	10	-8
CCCOc1ccc(C2c3c(oc4cc(C)c(C)cc4c3=O)C(=O)N2CCCN(C)C)cc1OCC (stereo not given)	10	.
C=CCn1c(SCC(=O)Nc2nc(C)cs2)nnc1C(CO)NC(=O)c1ccccc1 (stereo not given)	7	8
CC(C)C(C(=O)Nc1ccc2c(c1)OCO2)N1C(=O)c2ccccc2C1=O (stereo not given)	-6	-7
Cc1ccc(NC(=O)C2CCN(S(C)(=O)=O)CC2)cc1	.	9
COc1ccc(Cl)cc1NC(=O)CN1CCC(n2nnc3cc(C)ccc32)CC1	-21	-10
Cc1cccc(CSc2nnc(N)n2-c2ccccc2)c1	.	-99
CC1CCCCN1CC(=O)Nc1sc2c(c1C#N)CCC2 (stereo not given)	9	5
Cc1c(NC(=O)C2CCCN2S(=O)(=O)c2ccccc2)c(=O)n(-c2ccccc2)n1C (stereo not given)	-4	-17
COC(=O)c1ccc(C)c(NC(=O)CCSc2ccccc2)c1	.	-13
O=c1c2nnn(-c3ccccc3)c2ncn1C/C=C/c1ccccc1	.	9
NC(=O)CC(NC(=O)c1ccccc1)c1ccc(NC2CCCCC2)c([N+](=O)[O-])c1 (stereo not given)	.	-8
CC(=O)N1CCc2cc(S(=O)(=O)CCC(=O)Nc3c(C)n(C)n(-c4ccccc4)c3=O)ccc21	0	-11
Cc1ccc2nc3ccc(N4CCCCCCC4)nn3c(=O)c2c1	.	5
Nc1ccc(S(=O)(=O)Nc2ccc(S(N)(=O)=O)cc2)cc1	4	6
CCOC(=O)c1cc(NC(=O)C2CCCO2)cc(C(=O)OCC)c1 (stereo not given)	4	-5
CCCCc1c(O)nc(SCCN(C)C)n(-c2ccccc2)c1=O	-11	-8
CC(C)(C)c1nnc(NC(=O)c2cc(-c3ccccc3)nc3ccccc23)s1	.	-1
COc1ccccc1S(=O)(=O)Cc1ccc(C(=O)NCc2cccs2)o1	3	-20
CC(O)c1n(C)c(Cl)c[n+]1C (stereo not given)	-1	.
